GAA850 FXN act = FXN promoter activators, primary screen, cell-based, luciferase luminescence, HEK293 lucGAA850. activation, % at 6 µM. HEK293 lucGAA850 FXN promoter luciferase reporter, 24 h; percent of 10 µM SAHA response. 0.56% of 360,000 active;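 active = activation above the average of all compounds screened plus 3 SD, cutoff fixed separately per campaign, cut at about 7.5% in these data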;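 note: 0% = DMSO wells and 100% = 10 µM SAHA wells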
HGIII-sPLA2 inh = human group III sPLA2 inhibitors, primary screen, biochemical, QFRET, BODIPY PC-A2 liposome substrate; Group 3 secretory phospholipase A2 (Homo sapiens), Q9NZ20; QFRET BODIPY PC-A2 liposome hydrolysis, fluorescence; inhibition, % at 12.2 µM; 0.56% of 370,000 active; AID 743126, 2013;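 active = inhibition above mean plus 3 SD of compounds lying within the high and low control bounds, cut at about 19% in these data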;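 note: 0% = median of test compound wells and 100% = no enzyme DMSO wells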
GC-B act = human GC-B receptor activators, primary screen, HEK293 GC-B cells, cGMP TR-FRET, EC30 CNP. Atrial natriuretic peptide receptor 2 (Homo sapiens), P20594. 0.11% of 370,000 active. 0% at EC30 CNP, 100% saturating CNP. activation, % at 10 µM. AID 1920062, 2024;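 active = activation at 10 µM reaching about 35% in either raw or pattern-adjusted values, limit read from the data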
proKLK7 act = proKLK7 zymogen activators, primary screen, biochemical, fluorescence intensity. purified proKLK7, EDANS-DABCYL substrate fluorescence; 100% is mature enzyme control, 0% vehicle. activation, % at 7 µM. 0.9% of 370,000 active. AID 652039, 2013;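 active = activation above the mean of all tested compounds plus 3 SD, computed per campaign excluding outliers beyond control limits, cut at about 13% in these data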
ARFGAP1 inh = inhibitors of rat ARFGAP1 GAP activity, primary screen, biochemical, fluorescence polarization, GDP tracer; 0.26% of 360,000 active; inhibition, % at 16.5 µM; Arfgap1-stimulated ARF1 GTP hydrolysis, GDP FP detection;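 active = inhibition above a per-plate limit, mean inhibition of low control wells plus 3 SD, cut at about 25% in these data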;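 note: 0% = DMSO wells with enzyme and 100% = wells lacking Arfgap1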
Target sequence (Q62848 1-136 limits assumed): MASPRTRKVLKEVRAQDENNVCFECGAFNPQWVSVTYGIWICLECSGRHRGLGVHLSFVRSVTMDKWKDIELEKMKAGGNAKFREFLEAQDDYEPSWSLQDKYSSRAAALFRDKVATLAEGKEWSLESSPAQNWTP
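system = rat Arfgap1 catalytic domain, aa 1-136 | technique = FP, GDP Alexa 633 tracer displaced from anti-GDP antibody, 620/688 nm | compound = one concentration, 16.5 µM, DMSO 1.26% | medium = HEPES-based buffer, pH 7.5 | timing = compound-enzyme preincubation 20 min, reaction 120 min, detection 60 min, 25 °C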
ASAP1 GAP inh = inhibitors of human ASAP1 ArfGAP activity, primary screen, biochemical, fluorescence polarization. Arf-GAP with SH3 domain, ANK repeat and PH domain-containing protein 1 (Homo sapiens), …. ASAP1-stimulated ARF1 GTP hydrolysis, GDP FP detection. inhibition, % at 16.5 µM. 0.19% of 360,000 active; in the data active = inhibition above about 25%;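 note: 0% = vehicle with enzyme and substrate and 100% = no enzyme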
Target sequence (Q9ULH1 325-724 limits assumed): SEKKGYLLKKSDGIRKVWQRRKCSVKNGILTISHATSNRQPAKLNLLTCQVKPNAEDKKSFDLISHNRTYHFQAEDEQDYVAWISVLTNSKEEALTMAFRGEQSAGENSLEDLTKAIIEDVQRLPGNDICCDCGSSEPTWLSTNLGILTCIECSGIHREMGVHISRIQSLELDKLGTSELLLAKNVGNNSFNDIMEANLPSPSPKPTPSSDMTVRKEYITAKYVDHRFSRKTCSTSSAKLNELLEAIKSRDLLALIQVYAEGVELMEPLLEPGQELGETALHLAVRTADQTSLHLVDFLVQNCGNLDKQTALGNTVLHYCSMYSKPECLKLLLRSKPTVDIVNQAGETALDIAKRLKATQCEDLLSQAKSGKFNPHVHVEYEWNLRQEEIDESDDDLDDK
Tn6 DDE FP = inhibitors of Tn6 peptide binding to fibrin DD(E), primary screen, biochemical, fluorescence polarization, human fibrin, Tn6 probe; Fibrinogen beta chain (Homo sapiens), P02675; Fibrin DD(E) TRITC-Tn6 fluorescence polarization displacement; inhibition, % at 8.3 µM; 0.21% of 370,000 active; AID 720509, 2013;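 active = inhibition above a per-campaign cutoff: mean of compounds within control limits plus 3 SD, cut at about 15% in these data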;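 note: 0% = median of all compound wells on the plate and 100% = blocking peptide control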
Target sequence (P02675 whole entry, looked up): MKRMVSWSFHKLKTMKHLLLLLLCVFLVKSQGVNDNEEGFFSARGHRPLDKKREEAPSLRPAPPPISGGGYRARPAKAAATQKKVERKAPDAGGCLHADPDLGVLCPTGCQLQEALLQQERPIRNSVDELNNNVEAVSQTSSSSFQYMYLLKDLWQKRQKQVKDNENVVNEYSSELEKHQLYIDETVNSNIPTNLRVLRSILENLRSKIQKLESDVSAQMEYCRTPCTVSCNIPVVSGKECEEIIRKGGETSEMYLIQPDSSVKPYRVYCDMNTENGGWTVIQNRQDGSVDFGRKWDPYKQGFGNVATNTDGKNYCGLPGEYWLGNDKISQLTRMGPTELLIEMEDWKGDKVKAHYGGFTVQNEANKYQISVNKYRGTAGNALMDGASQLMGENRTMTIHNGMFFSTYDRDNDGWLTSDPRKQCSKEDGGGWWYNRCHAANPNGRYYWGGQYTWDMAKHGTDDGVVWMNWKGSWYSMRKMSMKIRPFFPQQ
rCAG binder = binders of r(CAG) RNA repeats, primary screen, biochemical, fluorescence | r(CAG) RNA repeat, TO-PRO-1 dye displacement fluorescence | inhibition, % at 3 µM | 1.3% of 370,000 active | AID 651821, 2012;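 active = inhibition above the plate cutoff, the mean of all test compounds on that plate plus 3 SD, cut at about 35% in these data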;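 note: 0% = DMSO alone and 100% = 100 µM mitoxantrone as full dye displacement; higher means more dye released from RNA so lower well fluorescence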
NPR1 activator = GC-A stimulated cGMP production enhancers – HEK293 GC-A cells, cGMP TR-FRET, EC30 ANP, primary screen; 0% at EC30 ANP, 100% saturating ANP; activation, % at 10 µM; 0.14% of 370,000 active; AID 1671463, 2021; in the data active = activation above about 40%
ADAM10 inh = human ADAM10 inhibitors, primary screen, biochemical, QFRET, HTS; 0.62% of 370,000 active; recombinant ADAM10, EDANS/DABCYL FRET peptide cleavage, 3 h; inhibition, % at 7 µM; Disintegrin and metalloproteinase domain-containing protein 10 (Homo sapiens), O14672;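 active = inhibition above a per-campaign cutoff equal to the mean of compounds falling between control-based bounds plus 3 SD, cut at about 20% in these data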;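 note: 0% = DMSO wells while the 100% control is not disclosed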
* = called active by the depositor; i = inactive; . = no result given; & = joins results of further samples.

SMILES	GAA850 FXN act	HGIII-sPLA2 inh	GC-B act	proKLK7 act	ARFGAP1 inh	ASAP1 GAP inh	Tn6 DDE FP	rCAG binder	NPR1 activator	ADAM10 inh
O=C(NCc1ccc(F)cc1)c1cnc(Cl)c(Cl)c1	-0.6	-2	1	0.1	9	-7	-5	1	-1	-5
Cc1cc2ccccc2n1CCNC(=O)Cc1cccc2ccccc12	-4.8	-1	-6	0.2	2	-1	46*	11	-3	-4
CCc1nc2c(OCc3ccc(C(F)(F)F)cc3)cccn2c1N(C)C(=O)c1ccc(C)cc1	2.4	2	-1	-0.1	7	-2	-8	0	-2	10
CC1(C)c2ccccc2N(CC(N)=O)C12C=Cc1ccccc1O2 (stereo not drawn)	0.6	-6	-10	-0.8	-2	6	6	1	-14	-4
CC1(C)C(=O)Nc2ccccc2N1C(=O)COC(=O)COc1cccc(C(F)(F)F)c1	-0.3	-2	1	0.0	-9	-2	3	-3	1	12
CC1(C)Cc2c(C#N)c(SCCOc3ccccc3)nc(N3CCOCC3)c2CO1	3.5	-1	23	0.3	1	10	-2	-2	16	-5
COc1ccc(S(=O)(=O)Nc2cc(S(=O)(=O)N3CCOCC3)ccc2OC)cc1	-0.1	-8	4	-0.2	12	-5	5	8	-1	-3
CCN1CCN(Cc2ccc(C(=O)Nc3ccc(C)c(NCc4cnc(NC(=O)OC)cn4)c3)cc2C(F)(F)F)CC1	-0.7&1.6	13&-3	-3&4	-0.6&0.9	6&-5	-2&6	-6&1	16&6	-1&0	-24&2
Cc1cccc(NC(=O)CSc2n[nH]c(-c3ccncc3)n2)c1C	-1.1	-1	6	0.1	-5	-10	-2	1	0	0
Cc1ccc(NC(=O)c2cc(NC(=O)C3CC=CCC3C(=O)O)ccc2N2CCOCC2)cc1Cl (stereo not drawn)	1.2	2	-1	0.7	0	3	-8	35*	1	5
CCN1C(=O)c2cccc3c(S(=O)(=O)NCc4ccco4)ccc1c23	-0.3	-6	0	2.6	-2	1	-1	-1	7	-175
Cc1ccc(CNC(=O)C(=O)NCC2OCCCN2S(=O)(=O)c2ccc(F)cc2)cc1 (stereo not drawn)	2.1	-16	2	0.2	6	-4	7	-7	0	10
COC(=O)c1cc(Br)c(=O)n(CCc2ccccc2)c1	-0.9	0	-7	-0.1	-14	-18	-4	2	1	6
CCCCN(C(=S)Nc1cccc(C)c1C)c1c(N)n(CCC)c(=O)[nH]c1=O	-0.1	5	0	0.2	1	-4	0	1	3	2
Cc1noc(C)c1C(=O)OCC(=O)Nc1ccc(S(N)(=O)=O)cc1	-0.5	-4	-1	-0.2	-6	-3	-4	0	1	4
CC(C)[C@H](NC(=O)c1ccccc1)C(=O)O	0.0	3	3	-0.1	13	11	-6	0	-7	-3
COc1ccc(-c2[nH][nH]c(=O)c2NC(=O)c2ccccn2)cc1	.	14	-6	4.0	-12	2	3	1	-2	-73
CCN(Cc1ccccc1)C(c1ccccn1)c1nnnn1C1CCCCC1 (stereo not drawn)	-2.9	6	6	-0.1	-11	12	1	0	0	4
CC(=O)c1cc(-c2ccc3c(c2)OCO3)c(=O)n2c1CCC2	.	-1	11	0.3	.	.	-4	1	4	-1
Oc1ccc(-c2csc(-c3c[nH]c4ccccc34)n2)c(O)c1	8.1*	-62	-14	-0.5	21	14	-9	33	-11	0

Brought forward from above: 2 compounds; new compounds follow.
SMILES	GAA850 FXN act	HGIII-sPLA2 inh	GC-B act	proKLK7 act	ARFGAP1 inh	ASAP1 GAP inh	Tn6 DDE FP	rCAG binder	NPR1 activator	ADAM10 inh
CC(=O)c1cc(-c2ccc3c(c2)OCO3)c(=O)n2c1CCC2	.	-1	11	0.3	.	.	-4	1	4	-1
Oc1ccc(-c2csc(-c3c[nH]c4ccccc34)n2)c(O)c1	8.1*	-62	-14	-0.5	21	14	-9	33	-11	0
Cc1ccc(CN2CCN(Cc3cn(C)nc3-c3ccccc3)CC2CCO)o1 (stereo not drawn)	0.6	2	-6	-0.6	1	2	3	-1	2	2
O=C(C1COc2ccccc2O1)N1CCN(c2ccccn2)CC1 (stereo not drawn)	-1.3	3	-1	0.3	5	8	3	-5	1	-17
Cc1ccc(/C=C/C(=O)O)cc1S(=O)(=O)N(CCO)CCO	-1.5	5	-1	0.3	6	7	-4	5	7	6
COc1cc(C)ccc1OCc1cc(C(=O)NCc2ccncc2)no1	3.3	-9	1	-0.3	-4	-18	-2	-1	2	-12
Cc1cc(C)n(Cc2n[nH]c(=S)n2Cc2ccccc2)n1	-1.4	12	8	0.0	-9	-5	6	0	4	-16
Cc1ccc(/C(O)=C/C(=O)C(=O)NC23CC4CC(CC(C4)C2)C3)cc1	0.5	6	-1	0.3	-14	-3	-5	7	-1	-1
O=C(CN1C(=O)NC2(CCCC2)C1=O)OCc1c(F)cccc1Cl	3.3	9	1	0.0	0	-14	0	-6	5	-14
Cc1cc(C(=O)Nc2sccc2C#N)c2ccccc2n1	-0.1	-6	4	0.3	6	-14	-13	28	-3	-4
CCOC(=O)Cc1csc(NC(=O)c2c(-c3c(Cl)cccc3Cl)noc2C)n1	-1.1	-16	0	0.9	2	-1	-3	0	0	5
CN1CCN(C(=O)c2ccc3c(c2)OCCO3)CC1	1.0	9	2	0.8	-6	1	3	0	-5	3
O=C(O)c1cccc(NS(=O)(=O)c2ccc(Oc3ccc(S(=O)(=O)Nc4cccc(C(=O)O)c4)cc3)cc2)c1	-0.2	-2	0	0.1	10	-3	4	47*	0	-6
CCSC1=C(C#N)C(c2ccccc2Cl)CC(=O)N1 (stereo not drawn)	2.2	-7	-2	0.2	-2	6	4	-1	3	1
COc1ccc(S(=O)(=O)N(C)c2ccc(C(=O)Nc3ccccc3C(=O)N3CCOCC3)cc2)cc1	0.6	0	0	0.1	10	-10	7	-5	1	2
Cc1ccccc1-c1ccc(/C=C2/SC(N3CCOCC3)=NC2=O)o1	-0.5	8	-5	0.0	17	6	-5	4	3	-6
COCCCN1C(=O)[C@H](CC(=O)N2CCN(C(=O)c3ccco3)CC2)[C@]2(C(=O)OC)CCCCC=C12	.	11	-1	-0.3	.	.	-2	3	3	2
CC(C)NC(=O)N1CCN(c2ccncc2S(=O)(=O)N2CCOCC2)CC1	1.1	1	11	-0.4	9	-2	2	-2	2	1
O=C(CCSCc1ccccc1F)N1CCN(c2ccccn2)CC1	-0.8	3	1	-0.1	2	-2	7	-3	4	-10
O=C(NCC1CCN(Cc2ccccc2Cl)CC1)Nc1cccc(Cl)c1	-3.4	-18	-6	0.2	2	11	5	-3	-7	4
O=C(CN1C(=O)C(=O)N(Cc2ccccc2)C1=O)Nc1ccc(F)c(Cl)c1	0.6	-1	1	-0.1	-6	5	10	8	0	8
CCc1cccc(NC(=O)CCc2nc3sc4c(c3c(=O)[nH]2)CCCC4)c1	0.0	-14	1	-1.8	-2	4	2	18	-1	-9

11 compounds already listed, ordered by count of non-hydrogen atoms, smallest number first:
SMILES	GAA850 FXN act	HGIII-sPLA2 inh	GC-B act	proKLK7 act	ARFGAP1 inh	ASAP1 GAP inh	Tn6 DDE FP	rCAG binder	NPR1 activator	ADAM10 inh
CCSC1=C(C#N)C(c2ccccc2Cl)CC(=O)N1 (stereo not drawn)	2.2	-7	-2	0.2	-2	6	4	-1	3	1
Cc1cc(C(=O)Nc2sccc2C#N)c2ccccc2n1	-0.1	-6	4	0.3	6	-14	-13	28	-3	-4
Cc1ccc(/C=C/C(=O)O)cc1S(=O)(=O)N(CCO)CCO	-1.5	5	-1	0.3	6	7	-4	5	7	6
O=C(C1COc2ccccc2O1)N1CCN(c2ccccn2)CC1 (stereo not drawn)	-1.3	3	-1	0.3	5	8	3	-5	1	-17
Cc1ccc(/C(O)=C/C(=O)C(=O)NC23CC4CC(CC(C4)C2)C3)cc1	0.5	6	-1	0.3	-14	-3	-5	7	-1	-1
O=C(NCC1CCN(Cc2ccccc2Cl)CC1)Nc1cccc(Cl)c1	-3.4	-18	-6	0.2	2	11	5	-3	-7	4
CCc1cccc(NC(=O)CCc2nc3sc4c(c3c(=O)[nH]2)CCCC4)c1	0.0	-14	1	-1.8	-2	4	2	18	-1	-9
CCOC(=O)Cc1csc(NC(=O)c2c(-c3c(Cl)cccc3Cl)noc2C)n1	-1.1	-16	0	0.9	2	-1	-3	0	0	5
Cc1ccc(CN2CCN(Cc3cn(C)nc3-c3ccccc3)CC2CCO)o1 (stereo not drawn)	0.6	2	-6	-0.6	1	2	3	-1	2	2
COc1ccc(S(=O)(=O)N(C)c2ccc(C(=O)Nc3ccccc3C(=O)N3CCOCC3)cc2)cc1	0.6	0	0	0.1	10	-10	7	-5	1	2
O=C(O)c1cccc(NS(=O)(=O)c2ccc(Oc3ccc(S(=O)(=O)Nc4cccc(C(=O)O)c4)cc3)cc2)c1	-0.2	-2	0	0.1	10	-3	4	47*	0	-6

The listing continues:
SMILES	GAA850 FXN act	HGIII-sPLA2 inh	GC-B act	proKLK7 act	ARFGAP1 inh	ASAP1 GAP inh	Tn6 DDE FP	rCAG binder	NPR1 activator	ADAM10 inh
COCCN(CCOC)C(=O)c1ccc(SCc2ccc(C)cc2)c([N+](=O)[O-])c1	1.1	2	1	-0.2	10	7	4	-3	3	-4
O=c1oc2c(CN3CCCCC3)c(O)ccc2c2c1CCCC2	-0.9	2	-2	62*	3	0	4	-1	1	i
O=C(Cn1nnc2ccccc21)Nc1ccc(Cl)cn1	-1.0	7	5	-0.5	9	-2	0	2	-1	0
COc1ccc(C(=O)N/N=C/c2ccc(OC(=O)c3ccccc3)cc2)cc1	2.2	16	3	0.7	3	4	-8	4	-2	-11
CCOc1ccc(C2NC(=O)C(C#N)=C(S)N2c2cccc(C)c2)cc1OC (stereo not drawn)	0.4	11	5	-0.2	3	7	-3	1	13	-3
CCOC(=O)CNC(=O)N1c2ccccc2Sc2ccccc21	-2.0	-3	-3	0.6	3	9	-2	-6	-5	-2
C[C@H]1CN([C@@H](C)CO)C(=O)c2cccc(NC(=O)Nc3ccc(C(F)(F)F)cc3)c2O[C@H]1CN(C)C	-1.1	-16	-3	-0.3	-3	-6	-1	-6	2	-1
CC1(C)CC(=O)C=C(NC2=CC3OC(c4ccccc4)OCC3OC2=O)C1 (stereo not drawn)	-1.2	19	-1	0.3	11	0	4	-7	8	-43

High-throughput results deposited in PubChem by several laboratories.

The order is random, and some 4.5% of all compounds hit somewhere here.
